# Screens from PubChem BioAssay.
# TrxR1 substrate: is turned over as a substrate by rat TrxR1; Potency, µM (titrated, usually from 114 µM), for inactives: at the highest dose activity change, negative = substrate turnover; actives 0.01% (n = 390,000); purified TrxR1 substrate turnover, NADPH consumption readout; O89049; further: potency means the concentration at half of the fitted maximal effect; on the % scale 0 is the no-effect control and ±100 the full control effect; nearly all actives have a fitted effect of over 50% in size
# Target sequence (O89049 whole entry, looked up): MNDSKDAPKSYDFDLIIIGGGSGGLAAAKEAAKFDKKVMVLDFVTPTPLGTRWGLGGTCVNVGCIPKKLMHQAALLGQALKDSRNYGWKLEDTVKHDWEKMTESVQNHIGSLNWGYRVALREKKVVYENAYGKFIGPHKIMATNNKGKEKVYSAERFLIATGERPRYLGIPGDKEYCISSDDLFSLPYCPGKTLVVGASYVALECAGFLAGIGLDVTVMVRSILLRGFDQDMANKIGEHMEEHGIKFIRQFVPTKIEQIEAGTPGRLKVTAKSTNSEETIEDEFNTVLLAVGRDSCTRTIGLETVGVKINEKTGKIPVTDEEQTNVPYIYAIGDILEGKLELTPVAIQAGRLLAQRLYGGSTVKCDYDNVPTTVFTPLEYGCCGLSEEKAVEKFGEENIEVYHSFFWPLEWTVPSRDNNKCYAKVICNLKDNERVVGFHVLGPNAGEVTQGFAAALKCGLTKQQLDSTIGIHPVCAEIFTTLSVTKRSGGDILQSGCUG
#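 Rat TrxR1, dispensed at 90 nM, was prereduced with 400 uM NADPH (final) for 5 min at ~22 deg C, then incubated with compound 15 min before 400 uM selenite. A first-read NADPH fluorescence drop versus no-compound background flagged substrates.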
# TRHR agonist: agonists of human TRH receptor; TRHR cells, calcium flux fluo-8, FDSS agonist mode; activation, % at 2 µM; actives 0.18% (n = 360,000); in the data active means activation above about 30%; further: 0% is about no effect
# Target sequence (P34981 whole entry, looked up): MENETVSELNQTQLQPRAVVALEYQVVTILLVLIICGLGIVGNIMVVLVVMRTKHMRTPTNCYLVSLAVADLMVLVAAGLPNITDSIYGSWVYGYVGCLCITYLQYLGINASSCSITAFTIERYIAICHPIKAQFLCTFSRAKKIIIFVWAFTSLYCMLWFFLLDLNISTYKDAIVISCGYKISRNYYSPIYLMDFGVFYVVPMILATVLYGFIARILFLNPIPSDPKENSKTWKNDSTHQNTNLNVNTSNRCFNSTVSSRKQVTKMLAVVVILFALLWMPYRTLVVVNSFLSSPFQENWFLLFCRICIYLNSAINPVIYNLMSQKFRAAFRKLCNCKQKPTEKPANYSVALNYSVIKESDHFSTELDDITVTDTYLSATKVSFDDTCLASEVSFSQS
#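 TRHR-expressing cells loaded with fluo-8 calcium dye; 23 nL library compound pin-transferred, kinetic FDSS fluorescence (Ex 480/Em 530) recorded about 180 s for agonist-induced calcium release, before a 10 nM TRH EC20 addition for potentiator mode.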
# D2 ag: D2 dopamine receptor (human) agonism. actives 0.53% (n = 340,000). HEK293 T-REx D2 cells, calcium flux agonist mode. activation, % at 2 µM. P14416. AID 485358;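 active means activation over 3 SD above normal in the single-dose calcium agonist read, cut at about 30% in these data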; further: 0% is about no effect
#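 Tetracycline-induced HEK293 Trex cells with D2 receptor force-coupled to calcium signaling, plated overnight at 30 C and loaded with no-wash calcium dye. Calcium flux read kinetically for 180 s after compound addition; responses flag agonists.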
# TrxR1 inh: rat TrxR1 inhibition; recombinant rTrxR1, NADPH fluorescence consumption, selenite substrate; Potency, µM (series often up to 114 µM), inactives show top-dose activity change, negative = inhibition, most hits filed as inhibitors; actives 1% (n = 390,000); further: potency means the concentration at half of the fitted maximal effect; on the % scale 0 is the no-effect control and ±100 the full control effect; nearly all actives have a fitted effect of over 65% in size
#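 Rat TrxR1 (90 nM in the dispensed reagent) was pre-reduced with 400 uM NADPH for 5 min at room temperature, then incubated with compound for 15 min. After 400 uM selenite was added, NADPH fluorescence (Ex 340/Em 450 nm) was followed for 8 min.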
# TRHR PAM: allosterically enhances the human TRH receptor. P34981. TRHR cells, fluo-8 calcium fluorescence, EC20 TRH enhancement. enhancement, % at 2 µM. actives 0.66% (n = 360,000); in the data active means enhancement above about 30%; further: 0% is about no effect
#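 TRHR-expressing cells loaded with fluo-8 calcium dye were read kinetically (ex 480/em 530) during compound addition, then stimulated with an EC20 of TRH (10 nM final). Enhancement of the Gq-mediated intracellular calcium response was scored.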
# USP1-UAF1 inh: blocks the human USP1/UAF1 deubiquitinase complex | O94782 | recombinant USP1/UAF1, Ub-Rhodamine cleavage fluorescence | Potency, µM (titrated, usually from 57.1 µM), for the others: top-dose activity change, negative = inhibition, usual class: inhibitors | actives 0.23% (n = 390,000); further: potency means the concentration at half of the fitted maximal effect; on the % scale 0 is the no-effect control and ±100 the full control effect; nearly all actives have a fitted effect of over 60% in size; inactives centre near -12
#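 High-throughput fluorogenic screen: 1nM USP1/UAF1 complex, Ub-Rho substrate 150nM final, 50mM HEPES pH 7.8 with 0.5mM EDTA, 0.1 mg/ml BSA, 1mM TCEP and 0.01% Tween-20.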
# PI4K2A inh: blocks human PI4K2A kinase activity; actives 0.13% (n = 420,000); AID 1346378; purified PI4K2A, ADP-Glo luminescence, 1 h; hits give low values; activity change, negative = inhibition, % at 76.9 µM; Q9BTU6; in the data active means activity change below about -50%; inconclusive means mostly about -30% to -49%;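 further: -100% = wells without enzyme as full effect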
#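 PI4K2A activity was measured by ADP-Glo luminescence: enzyme (4 ug/mL stock) and phosphatidylinositol (1.2 mM stock) in Tris pH 7.5/MgCl2/EGTA/Triton X-100 buffer were reacted with ATP (300 microM stock) for one hour at ambient temperature.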
# D2 antagonist: antagonizes the human D2 dopamine receptor; P14416; AID 485344; actives 2% (n = 340,000); HEK293 TREx D2 cells, calcium flux, dopamine EC80; inhibition, % at 10 µM; in the data active means inhibition above about 30%; further: 0% is about no effect
#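 Measurement of antagonist activity uses fluorescent calcium dye in inducible HEK293 T-REx D2 cells: 10 s baseline, compound addition with 180 s read, EC80 dopamine addition with a further 180 s read.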
# IDH1 R132H inh: blocks human mutant IDH1 R132H enzyme | O75874 | IDH1-R132H enzyme, NADPH consumption, diaphorase/resazurin fluorescence | Potency, µM (series often up to 76.6 µM), without a hit: at the top dose activity change, negative = inhibition, usual class: inhibitors | actives 0.093% (n = 390,000) | AID 602179; further: potency means the concentration at half of the fitted maximal effect; on the % scale 0 is the no-effect control and ±100 the full control effect; nearly all actives have a fitted effect of over 65% in size
#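 IDH1-R132H (0.5 ug/mL dispensed) in pH 7.5 Tris buffer was preincubated 30 min with compound, then given a substrate mix of 0.016 mM NADPH and 2 mM alpha-KG for 80 min at room temperature; remaining NADPH was read by diaphorase/resazurin fluorescence.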
# * hit, by the source's call; ? = inconclusive; . = not tested or not shown; [ ] = another dose, or the depositor's remark. Unless noted, the call rests on the fitted dose curve; in most records, active means well fitted inhibition curve with a large enough effect; inconclusive means small, poorly fitted or top-dose-only effect; inactive means no such curve, though single readings can be large or run the other way.
mol	TrxR1 substrate	TRHR agonist	D2 ag	TrxR1 inh	TRHR PAM	USP1-UAF1 inh	PI4K2A inh	D2 antagonist	IDH1 R132H inh
CCOC(=O)c1c(NC(=O)COC(=O)c2cc(OC)c(OC)cc2[N+](=O)[O-])sc(C)c1CC	-1%[57.1 µM]	-1.0	0.7	-6%[57.1 µM]	2	-14%	1	5	2%
CCOC(=O)c1sc(N(C)C)nc1-c1ccccc1	-1%	0.0	0.2	2%	-4	-12%	2	-4	5%
COc1ccccc1NC(=O)NCCN1CCNC1=O	0%[57.1 µM]	1.1	-0.1	11%[57.1 µM]	-2	2%	2	-4	5%
O=C(Nc1nnc(CCN2CCCCC2)s1)C1CCCCC1	-8%[57.1 µM]	-0.9	0.5	7%[57.1 µM]	4	-9%	-2	3	1%
CC1O[C@@H](OC2C(O)C(O)C(CO)O[C@H]2OC2C[C@]3(C)C(CC(O)C4[C@@H]([C@]5(C)CC[C@@H](C(C)(C)O)O5)CC[C@]43C)[C@@]3(C)CCC(O)C(C)(C)C23)C(O)C(O)C1O (stereo not given in full)	5%	.	.	17%	.	-20%	-3	.	10%
COc1ccc(C2=Nc3ccc(F)cc3NC(c3cccc(C(F)(F)F)c3)=N2)cc1	-3%	-0.5	.	18%	10	?	2	.	.
O=C(Nc1ccccc1)/C(=C\c1ccc2c(c1)OCO2)NC(=O)c1ccco1	16%[57.1 µM]	-0.4	-0.8	-11%[2.29 µM]	8	-14%	1	30*	3%
Cc1ccc(C)c(C2=NNC(=O)CC2)c1	6%[57.1 µM]	.	.	8%[57.1 µM]	.	-12%	-2	.	3%
CCOC(=O)N1CCN(C(=O)CSc2nnc(COc3ccccc3)o2)CC1	4%[57.1 µM]	-0.5	-1.7	11%[57.1 µM]	-7	-6%	9	2	-2%
COc1ccc(-n2nc3c(c2NC(=O)Cc2cccc(C)c2)CS(=O)C3)cc1 (stereo not given)	6%	0.9	0.5	27%	1	?	0	7	11%
CCC(C)NC(=S)N(CCc1ccccc1)Cc1cc2cc(OC)c(OC)cc2[nH]c1=O (stereo not given)	29%	-1.0	0.2	19%	-4	-21%	-6	-4	3%
COc1ccc(/C=C/C(=O)Nc2nc(N)n(-c3ccccc3)n2)cc1	-8%	0.5	3.0	-11%	-2	-14%	4	-2	0%
CCOC(=O)c1c(CNCCN(CC)CC)n(C)c2cc(Br)c(OC)cc12	9%[57.1 µM]	0.0	0.7	23%[57.1 µM]	-9	-7%	3	5	9%
Cc1ccc(SCc2cc(=O)[nH]c(N3CCN(Cc4ccccc4)CC3)n2)cc1	4%[57.1 µM]	-0.2	.	9%[57.1 µM]	-2	-23%	-7	.	3%
O=C(COC(=O)CNC(=O)c1ccc(Cl)cc1Cl)NC1CCCCCCC1	0%[57.1 µM]	-0.1	0.0	-3%[57.1 µM]	1	-8%	-1	10	6%
CCN(CC)c1nc2n(c(=O)n1)CCO2	-4%	0.6	0.6	-11%	-2	-14%	3	-20	1%
O=C1C(=O)N(C2CCN(C(=O)c3ccc(F)cc3)CC2)CCN1Cc1ccc(F)cc1	8%[57.1 µM]	0.1	0.3	20%[57.1 µM]	-6	-19%	0	.	-4%
C=CCC(C(=O)OC)(C(=O)OC)c1ccc(C(F)(F)F)cc1[N+](=O)[O-]	7%[57.1 µM]	-1.0	-0.1	27%[57.1 µM]	2	-17%	-4	7	4%
Cc1cc(NC(=O)CSCC(=O)Nc2ccccc2Oc2ccccc2)no1	-14%	-0.6	0.2	-12%	-3	-4%	5	1	1%
COc1ccccc1CNCCS(=O)(=O)NN1CCOCC1	-1%	.	.	-2%	.	-24%	3	.	13%
CC1=C(C(=O)NCc2ccc(Cl)cc2)C2(CCCCC2)OC1=O	2%[57.1 µM]	-0.6	-0.5	15%[57.1 µM]	-4	-23%	-6	.	-12%
Cc1ccc(CN2CCN(CCCn3cccn3)CC2CCO)cc1 (stereo not given)	-1%	0.1	29	12%	4	-15%	1	22	-11%
COc1ccc(CCNC(=O)C2CCCN2C(=O)NC2CCCCC2)cc1OC (stereo not given)	10%[57.1 µM]	0.4	-0.8	1%[57.1 µM]	4	2%	14	-25	7%
CC(=O)Nc1ccc(N(CC(=O)NC2CCCCC2)C(=O)Cn2nnc(-c3ccccc3)n2)cc1	-1%	-0.5	4.0	5%	-4	-15%	-10	2	0%
Cc1cccc2sc(NC(=O)CSc3nc4ccccc4o3)nc12	9%	0.2	1.0	12%	-11	-11%	0	5	0%
CN(C)S(=O)(=O)c1cccc(NC(=O)COC(=O)CCC(=O)c2cccs2)c1	1%[57.1 µM]	0.4	1.7	13%[57.1 µM]	4	?	2	-8	9%
O=C(CSc1ncn[nH]1)Nc1nc(-c2ccccc2)cs1	0%	-0.9	0.2	10%	9	-7%	1	-8	8%
Cc1cccc(OCCC(=O)OCc2csc(CC(=O)Nc3ccccc3C)n2)c1	3%	-0.1	0.4	18%	6	-6%	-2	-45	7%
CCc1[nH]c(C)c(C(C)=O)c1C	14%[57.1 µM]	0.3	0.7	?	6	-5%	3	4	-2%
O=C(CCc1nnc2n(Cc3ccc(Cl)cc3)c(=O)c3ccccc3n12)NCCN1CCCC1	4%	0.8	0.1	19%	-5	-16%	6	-24	-2%
CC1(C)C(C=C(Cl)Cl)C1C(=O)N(Cc1ccccc1Cl)C1CCS(=O)(=O)C1 (stereo not given)	-3%	-0.2	.	-2%	-5	-12%	0	.	0%
COc1ccc(CCN2C(=O)N(c3ccc(C)cc3)C(=O)C2CC(=O)Nc2ccc(OC)cc2)cc1 (stereo not given)	-4%	-0.2	-0.5	27%	-2	-20%	6	.	6%
Nc1nc2ccccc2n1/N=C/c1ccc([N+](=O)[O-])s1	6%[57.1 µM]	-0.4	0.9	-15%[57.1 µM]	6	-14%	-1	14	8%
Cc1cc2nc3n(c2cc1C)CC1CC(C(=O)NCc2cccc(Br)c2)N(C)C31 (stereo not given)	14%[57.1 µM]	-0.3	-0.7	18%[57.1 µM]	7	-21%	-2	-3	-7%
CSc1ccc(CCNC(=O)Cn2nc(C)n3c(cc4sccc43)c2=O)cc1	0%	-0.1	-0.4	23%	-5	-23%	0	.	-11%
S=C(Nc1cc(Cl)ccc1Cl)Nn1cnnc1	-6%[57.1 µM]	0.0	-0.5	-5%[57.1 µM]	-1	-7%	-1	-13	8%
Nc1nc(SCC(=O)NCC2CCCO2)[nH]c(=O)c1NC(=O)c1ccc(F)c(F)c1 (stereo not given)	-9%	-0.5	.	-13%	3	-20%	-2	.	3%
Cc1nc(S(=O)(=O)c2ccc(Br)cc2)nc2c1CCC2	3%[57.1 µM]	-0.8	-1.1	17%[57.1 µM]	-11	-24%	-1	-3	17%
COc1ccc(/C=N/NC(=O)c2cccc([N+](=O)[O-])c2)cc1OS(=O)(=O)c1ccccc1	-10%	-0.2	0.6	-12%	0	-15%	0	5	0%
Nc1nc(NCCOCCO)nc(Nc2cccc(F)c2)c1[N+](=O)[O-]	-1%	0.8	1.7	7%	-4	-17%	-5	-18	4%
C#CCNC(=O)C1CCN(c2ccc(S(=O)(=O)N3CCOCC3)cc2Cl)CC1	8%[57.1 µM]	0.6	0.4	7%[57.1 µM]	0	-7%	-4	17	-1%
Cc1ccccc1C(=O)N1CCc2ccccc2C1	10%	-1.3	0.9	7%	26	-7%	1	-3	1%
CC(C)OCCCNC(=O)C1CC(=O)N(C2CCCCCCC2)C1 (stereo not given)	-2%	0.0	-0.2	5%	4	-11%	-13	-8	1%
COc1ccc(N2CCN(C(=O)C(=O)c3c(C)[nH]c4ccccc34)CC2)cc1	0%	0.4	0.7	19%	22	-16%	3	8	2%
COc1cc([N+](=O)[O-])ccc1NC(=S)Nn1cnnc1	-24%	-0.2	-0.3	?	-5	-13%	-2	1	0%

# One compound at a time, from the list above. Order of screens: TrxR1 substrate	TRHR agonist	D2 ag	TrxR1 inh	TRHR PAM	USP1-UAF1 inh	PI4K2A inh	D2 antagonist	IDH1 R132H inh
# Cc1cc2nc3n(c2cc1C)CC1CC(C(=O)NCc2cccc(Br)c2)N(C)C31 (stereo not given) across the screens: 14%[57.1 µM]	-0.3	-0.7	18%[57.1 µM]	7	-21%	-2	-3	-7%
# CC1(C)C(C=C(Cl)Cl)C1C(=O)N(Cc1ccccc1Cl)C1CCS(=O)(=O)C1 (stereo not given) across the screens: -3%	-0.2	.	-2%	-5	-12%	0	.	0%
# Cc1ccccc1C(=O)N1CCc2ccccc2C1 across the screens: 10%	-1.3	0.9	7%	26	-7%	1	-3	1%

# More records:
mol	TrxR1 substrate	TRHR agonist	D2 ag	TrxR1 inh	TRHR PAM	USP1-UAF1 inh	PI4K2A inh	D2 antagonist	IDH1 R132H inh
O=C(COC(=O)COc1cccc2ccccc12)NCC(F)(F)F	-12%[57.1 µM]	-0.5	-6.2	20%[57.1 µM]	2	-6%	-6	4	9%
O=C(COC(=O)Cc1ccsc1)Nc1ccccc1	5%	-1.7	-0.2	27%	-5	-25%	3	1	2%
COC1CCCN(C(=O)c2ccc(OC3CCN(CCc4ccccc4)CC3)cc2)C1 (stereo not given)	5%[57.1 µM]	0.4	1.1	12%	-9	-21%	1	2	-1%
O=C(OCc1cc(=O)n2nc(-c3cccs3)sc2n1)c1cccc(F)c1	8%[57.1 µM]	0.0	-0.2	33%[57.1 µM]	-4	-23%	-9	.	6%
Cc1ccccc1OC1CCN(C(=O)c2cc(COc3ccccc3)on2)CC1	1%	2.1	2.2	9%	22	-10%	1	29	4%
CCCC/C(C)=N/NC(=O)c1cn(-c2ccccc2)nc1-c1ccccc1	-2%	0.3	0.3	13%	-3	-10%	-5	3	-13%
CCN1C(=O)c2ccccc2S(=O)(=O)c2ccc(C(=O)NCc3cccnc3)cc21	2%	-0.1	-1.3	11%	-2	-25%	0	-27	8%
